NPY Y2 blocker: NPY-Y2 receptor antagonists, primary screen, cell-based | actives 0.99% (n = 140,000) | Neuropeptide Y receptor type 2 (Homo sapiens), P49146 | NPY-Y2 expressing cells, antagonist mode | AID 793, 2007 | inhibition, % at 2.7 µM; in the data active = inhibition above about 17%;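 also: 0% = vehicle with agonist challenge and 100% = reference antagonist with challenge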
E-sel TNF inh: E-selectin induction blockers in HUVEC – imaging, immunofluorescence, high content, primary screen; HUVEC TNFa-induced E-selectin immunofluorescence; inhibition, % at 2 µM; AID 1246, 2008; actives 0.71% (n = 120,000);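 active = inhibition above the batch mean plus 3 SD, and confirmed as a hit on visual image review, cut at about 43% in these data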;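 also: 0% = TNF-stimulated DMSO wells and 100% = unstimulated control wells; not every result past the cut was called active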
GALR2 antag: GALR2 antagonists in receptor-expressing cells, primary screen; Galanin receptor type 2 (Homo sapiens), O43603; antagonist mode; inhibition, % at 4 µM; actives 0.39% (n = 140,000); AID 828, 2007; in the data active = inhibition above about 27%;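 also: cells stimulated with galanin 1-16 at roughly its EC80; 0% = agonist challenge control and 100% = basal control without agonist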
Target sequence (O43603 whole entry, looked up): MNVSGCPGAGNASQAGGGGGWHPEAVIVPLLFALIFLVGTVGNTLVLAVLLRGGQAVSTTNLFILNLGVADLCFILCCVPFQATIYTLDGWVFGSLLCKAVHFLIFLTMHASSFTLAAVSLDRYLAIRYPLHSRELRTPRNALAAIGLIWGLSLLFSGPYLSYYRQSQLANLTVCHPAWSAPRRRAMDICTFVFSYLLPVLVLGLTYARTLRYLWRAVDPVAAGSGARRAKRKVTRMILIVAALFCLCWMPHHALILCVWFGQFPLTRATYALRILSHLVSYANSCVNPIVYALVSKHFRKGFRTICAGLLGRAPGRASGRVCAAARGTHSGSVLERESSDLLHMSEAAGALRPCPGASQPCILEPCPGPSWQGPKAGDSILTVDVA
Starred values were filed as active, the others as inactive. Some of the compounds tested; rates above refer to the full screens.

Start of the data: the first 4 records as a preview:
E-sel TNF inh,GALR2 antag,NPY Y2 blocker,molecule
-2.4,0.3,0.3,CN(C(=O)Cn1c(=O)n(CCCCC(=O)NC2CCCC2)c(=O)c2ccccc21)C1CCCCC1
2.7,3.2,1.1,Cn1c(=O)c2c(-c3ccncc3)c3c(nc2n(C)c1=O)-c1ccccc1C3=O
12.2,-16.6,0.5,Cc1ccnc(SCCn2c(N3CCOCC3)nc3c2c(=O)[nH]c(=O)n3C)n1
8.4,-5.0,3.7,Cc1cccc2c(=O)oc(-c3ccc4c(c3)C(=O)N(CC3CCCO3)C4=O)nc12 (configuration not stated)

All compounds of this part (from the top)
E-sel TNF inh,GALR2 antag,NPY Y2 blocker,molecule
-2.4,0.3,0.3,CN(C(=O)Cn1c(=O)n(CCCCC(=O)NC2CCCC2)c(=O)c2ccccc21)C1CCCCC1
2.7,3.2,1.1,Cn1c(=O)c2c(-c3ccncc3)c3c(nc2n(C)c1=O)-c1ccccc1C3=O
12.2,-16.6,0.5,Cc1ccnc(SCCn2c(N3CCOCC3)nc3c2c(=O)[nH]c(=O)n3C)n1
8.4,-5.0,3.7,Cc1cccc2c(=O)oc(-c3ccc4c(c3)C(=O)N(CC3CCCO3)C4=O)nc12 (configuration not stated)
-5.1,8.7,0.6,CC(C)OC(=O)c1c(N)sc2c1CCCC2
-0.9,-2.1,-1.0,Cc1nnc2sc(-c3ccc(NC(=O)c4ccc(-c5ccc(Cl)cc5Cl)o4)cc3)nn12
-0.1,8.8,5.4,COc1nnc(-c2ccc(N3CCCCC3)c(N)c2)c2ccccc12
6.4,-1.8,2.0,COc1ccccc1-n1c(=O)c2c3c(sc2n2c(SC)nnc12)CCC3
-7.1,-14.3,1.1,Cc1nnc2sc(-c3ccc(NC(=O)c4cccnc4)cc3)nn12
-2.4,17.3,2.7,CC(=O)c1ccc(S(=O)(=O)N2CCN(c3nc4c(C)c(C)ccc4cc3C#N)CC2)cc1
-13.3,-13.3,-1.0,O=C(CN1CCOCC1)N1CCN(C(=O)CN2CCOCC2)CC1
9.1,-3.1,-0.2,CNC(=O)c1cc2cc(Cl)cc(OC)c2oc1=O
-1.5,1.2,3.2,O=C(NCCCN1CCOCC1)c1cc2cc(Cl)cc(Cl)c2oc1=O
-6.6,-2.7,-1.0,CCOC(=O)c1[nH]c(C)c(/C(O)=C2\C(=O)C(=O)N(CCCN(CC)CC)C2c2cccnc2)c1C (configuration not stated)
-19.1,3.8,6.0,CCCNC(=O)N1CCN(S(=O)(=O)c2ccc(C)c(C)c2)CC1
-25.2,2.2,2.5,O=C1OC(c2ccccc2)=N/C1=C/c1cccc(OC(=O)c2cccs2)c1
-20.1,-4.1,3.5,CCCCOC(=O)Cn1c(=N)n(CCN2CCOCC2)c2ccccc21

Taken from above.
NPY Y2 blocker, `COc1ccccc1-n1c(=O)c2c3c(sc2n2c(SC)nnc12)CCC3` reads 2.0
GALR2 antag, `COc1nnc(-c2ccc(N3CCCCC3)c(N)c2)c2ccccc12` reads 8.8
E-sel TNF inh, `O=C1OC(c2ccccc2)=N/C1=C/c1cccc(OC(=O)c2cccs2)c1` reads -25.2
GALR2 antag, `CNC(=O)c1cc2cc(Cl)cc(OC)c2oc1=O` reads -3.1
GALR2 antag, `Cc1nnc2sc(-c3ccc(NC(=O)c4ccc(-c5ccc(Cl)cc5Cl)o4)cc3)nn12` reads -2.1
GALR2 antag, `CCCNC(=O)N1CCN(S(=O)(=O)c2ccc(C)c(C)c2)CC1` reads 3.8
